Exocytosis inh: lytic granule exocytosis inhibition; TALL-104 LAMP-1 surface exposure, flow cytometry; cells stimulated with thapsigargin and PMA; inhibition, % at 10 µM; 360,000 tested, 0.66% active;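 active = inhibition above about 55%, limit read from the data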
COUP-TFII inh: blocks human COUP-TFII nuclear receptor. P24468. HEK293T NGFI-A luciferase reporter, luminescence. inhibition, % at 8.6 µM. 370,000 tested, 0.7% active. AID 686940;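 active = inhibition above a per-plate cutoff, mean inhibition of test wells between control levels plus 3 SD, cut at about 38% in these data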;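 also: cells cotransfected with COUP-TFII expression vector driving the NGFI-A reporter; 0% = median of COUP-TF2 test wells and 100% = reporter-only cells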
LRH-1 inv ag: suppresses constitutive activity of human LRH-1 | O00482 | HEK293T StAR-luciferase reporter, LRH-1 transfected, 24 h | inhibition, % at 3.6 µM | 360,000 tested, 0.13% active;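 active = inhibition above the mean inhibition of all tested compounds plus 3 SD, cut at about 73% in these data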;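 also: 0% = DMSO wells and 100% = reporter-only cells lacking LRH-1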
Target sequence (O00482 whole entry, looked up): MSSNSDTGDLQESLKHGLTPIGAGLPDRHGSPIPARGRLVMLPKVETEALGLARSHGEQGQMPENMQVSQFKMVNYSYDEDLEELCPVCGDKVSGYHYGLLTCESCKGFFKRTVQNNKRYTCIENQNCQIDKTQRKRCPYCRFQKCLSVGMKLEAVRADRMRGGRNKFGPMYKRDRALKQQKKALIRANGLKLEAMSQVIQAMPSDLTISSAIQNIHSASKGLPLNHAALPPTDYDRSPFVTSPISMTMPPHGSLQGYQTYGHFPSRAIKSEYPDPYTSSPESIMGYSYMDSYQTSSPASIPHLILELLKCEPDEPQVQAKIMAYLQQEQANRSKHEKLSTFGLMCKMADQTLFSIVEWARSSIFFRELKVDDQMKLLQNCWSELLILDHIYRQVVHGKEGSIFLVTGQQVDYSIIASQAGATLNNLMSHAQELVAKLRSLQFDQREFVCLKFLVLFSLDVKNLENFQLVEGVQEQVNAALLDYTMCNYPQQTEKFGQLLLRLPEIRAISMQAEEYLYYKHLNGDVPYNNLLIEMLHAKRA
TROY NFkB inh: blocks TROY-dependent signaling in reporter cells; AID 1347056; 360,000 tested, 0.98% active; Q293 LMP1-TROYcd NF-kB luciferase reporter, 4 h; inhibition, % at 10 µM;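 active = compounds whose plate-normalised and pattern-corrected inhibition of the luciferase reporter signal at the single screening dose is 50% or more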
TLR9-MyD88 block: blocks human TLR9 binding to MyD88 | 340,000 tested, 0.21% active | AID 504734 | CHO BLA complementation TLR9-MyD88, CCF4 FRET ratio | inhibition, % at 4.98 µM;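 active = inhibition above the mean over all tested compounds plus 3 SD, cut at about 21% in these data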;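 also: 0% = DMSO only wells and 100% = clavulanate BLA inhibitor control wells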
ABHD5 PLIN5 PPI: ABHD5-PLIN5 protein interaction inhibition | Q00G26+Q8WTS1 | Split G. princeps luciferase complementation, luminescence, 4 h | inhibition, % at 4 µM | 360,000 tested, 0.78% active | AID 602281;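 active = inhibition above the mean inhibition across every tested compound plus 3 SD, cut at about 22% in these data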;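 also: 0% = DMSO only wells and the 100% control is not disclosed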
NCOA2 inhibitor: human SRC2 (NCOA2) inhibition; 370,000 tested, 0.17% active; AID 651957; inhibition, % at 9 µM; HEK293 GAL4-SRC2 luciferase reporter, luminescence;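 active = inhibition above the mean inhibition of all tested compounds plus 3 SD, set per campaign, cut at about 52% in these data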;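 also: 0% = DMSO treated cells and 100% = cells given Gossypol at 36 µM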
NOD2-RIPK2 inh: inhibitors of human NOD2-RIPK2 interaction; inhibition, % at 4.98 µM; AID 624267; O43353; CHO BLA complementation NOD2-RIPK2, CCF4 ratio; 360,000 tested, 0.38% active; in the data active = inhibition above about 21%;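 also: 0% = vehicle only and 100% = reference blocker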
Target sequence (O43353 whole entry, looked up): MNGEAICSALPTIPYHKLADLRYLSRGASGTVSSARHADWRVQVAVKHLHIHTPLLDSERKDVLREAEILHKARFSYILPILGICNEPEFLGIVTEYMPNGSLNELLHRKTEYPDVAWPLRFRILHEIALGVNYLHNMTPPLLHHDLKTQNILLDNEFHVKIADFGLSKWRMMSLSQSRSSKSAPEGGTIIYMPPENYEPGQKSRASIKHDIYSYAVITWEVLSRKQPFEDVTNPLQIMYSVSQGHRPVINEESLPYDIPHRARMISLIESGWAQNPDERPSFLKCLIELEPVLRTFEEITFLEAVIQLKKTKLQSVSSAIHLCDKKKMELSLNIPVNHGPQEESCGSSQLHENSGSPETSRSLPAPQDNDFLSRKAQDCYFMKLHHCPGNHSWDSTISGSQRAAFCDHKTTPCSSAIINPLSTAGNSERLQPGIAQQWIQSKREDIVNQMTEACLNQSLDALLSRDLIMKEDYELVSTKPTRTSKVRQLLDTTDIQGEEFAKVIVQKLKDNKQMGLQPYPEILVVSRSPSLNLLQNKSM
SRC3 inh: inhibitors of human steroid receptor coactivator 3 (SRC3); Q9Y6Q9; HEK293 GAL4-SRC3 luciferase reporter, luminescence; inhibition, % at 3.6 µM; 360,000 tested, 0.17% active; AID 588352;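 active = inhibition above a per-campaign cutoff, the mean of all compounds plus 3 SD, cut at about 60% in these data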;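 also: 0% = DMSO-treated cells and 100% = gossypol-treated cells at 36 µM; higher means less SRC3-driven luciferase light from the GAL4 reporter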
NCOA1 inh: inhibitors of human steroid receptor coactivator 1 (SRC1) | Q15788 | HEK293 GAL4-SRC1 luciferase reporter, luminescence | inhibition, % at 3.6 µM | 360,000 tested, 0.12% active;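 active = inhibition above the campaign mean plus 3 SD, with each screening campaign given its own cutoff, cut at about 60% in these data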;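 also: 0% = DMSO treated cells and 100% = gossypol at 36 µM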
TWEAK-Fn14 inh: TWEAK-Fn14 signaling inhibition | 360,000 tested, 2% active | AID 1159606 | TWEAK-stimulated Fn14 reporter cells, luciferase luminescence, 8 h | inhibition, % at 10 µM; in the data active = inhibition above about 50%
Numbers without * were called inactive. These rows are one share of the data; count on the stated rates, not on these rows.

Results for CC(O)(c1ccc(F)c(F)c1)c1nc(-c2ccc(Cl)cc2)cs1 (stereo unspecified) ?
Exocytosis inh: -5; COUP-TFII inh: 5; LRH-1 inv ag: 26; TROY NFkB inh: 14; ABHD5 PLIN5 PPI: -3; NCOA2 inhibitor: 14; NOD2-RIPK2 inh: -6; SRC3 inh: -36; NCOA1 inh: 7; TWEAK-Fn14 inh: 42

How did COc1ccc(C(=O)O)cc1NC(=S)NC(=O)C(c1ccccc1)c1ccccc1 do in these assays?
Exocytosis inh: 1; COUP-TFII inh: 12; LRH-1 inv ag: -19; TROY NFkB inh: 10; TLR9-MyD88 block: -1; ABHD5 PLIN5 PPI: -2; NCOA2 inhibitor: -3; NOD2-RIPK2 inh: 7; SRC3 inh: 0; NCOA1 inh: -24; TWEAK-Fn14 inh: 19

What do the screens show for `CC(C(=O)NC1CCS(=O)(=O)C1)N1C(=O)/C(=C/c2ccc(Cl)cc2)SC1=S` (stereo unspecified)?
Exocytosis inh: 2; COUP-TFII inh: 5; LRH-1 inv ag: -3; TROY NFkB inh: -13; TLR9-MyD88 block: -2; ABHD5 PLIN5 PPI: 2; NCOA2 inhibitor: -22; NOD2-RIPK2 inh: -7; SRC3 inh: -14; NCOA1 inh: -15; TWEAK-Fn14 inh: -17

What do the screens show for `CCOC(=O)[C@]12CCC=C1N(Cc1cccc3ccccc13)C(=O)[C@H](CC(=O)NCCC(C)C)C2`?
Exocytosis inh: 1; COUP-TFII inh: 4; LRH-1 inv ag: -9; TROY NFkB inh: 7; ABHD5 PLIN5 PPI: 2; NCOA2 inhibitor: -10; NOD2-RIPK2 inh: -15; TWEAK-Fn14 inh: 15

Results for CC(=O)Nc1ccc(Oc2ccc(S(=O)(=O)N3CCCC3)cn2)cc1 ?
Exocytosis inh: -6; COUP-TFII inh: 15; LRH-1 inv ag: 5; TROY NFkB inh: 2; TLR9-MyD88 block: 5; ABHD5 PLIN5 PPI: 8; NCOA2 inhibitor: 17; NOD2-RIPK2 inh: -13; SRC3 inh: 7; NCOA1 inh: 6; TWEAK-Fn14 inh: -1

How did Fc1ccc(CNC(=S)NC2CCCC2)cc1 do in these assays?
Exocytosis inh: -1; COUP-TFII inh: 6; LRH-1 inv ag: 2; TROY NFkB inh: 15; TLR9-MyD88 block: 6; ABHD5 PLIN5 PPI: -4; NCOA2 inhibitor: -16; NOD2-RIPK2 inh: -1; SRC3 inh: 6; NCOA1 inh: 4; TWEAK-Fn14 inh: -1

Results for CCCN(C(=O)CSc1ncnc2sccc12)c1c(N)n(Cc2ccccc2)c(=O)[nH]c1=O ?
Exocytosis inh: -3; COUP-TFII inh: 8; LRH-1 inv ag: 1; TROY NFkB inh: -10; TLR9-MyD88 block: 2; ABHD5 PLIN5 PPI: 2; NCOA2 inhibitor: -6; NOD2-RIPK2 inh: 5; SRC3 inh: 6; NCOA1 inh: 5; TWEAK-Fn14 inh: -11

What do the screens show for `COc1ccc(C2NC(=O)C(C#N)=C(S)N2c2cccc(C)c2)cc1OC` (stereo unspecified)?
Exocytosis inh: 5; COUP-TFII inh: 20; LRH-1 inv ag: 0; TROY NFkB inh: 6; TLR9-MyD88 block: -4; ABHD5 PLIN5 PPI: -18; NCOA2 inhibitor: 12; NOD2-RIPK2 inh: 6; SRC3 inh: -14; NCOA1 inh: -11; TWEAK-Fn14 inh: -13

How did COc1ccc(NC(=O)CC(C)CC(=O)NCc2ccccc2)c(OC)c1 (stereo unspecified) do in these assays?
Exocytosis inh: 9; COUP-TFII inh: -30; LRH-1 inv ag: -5; TROY NFkB inh: 9; TLR9-MyD88 block: 2; ABHD5 PLIN5 PPI: 4; NCOA2 inhibitor: -13; NOD2-RIPK2 inh: -3; SRC3 inh: -5; NCOA1 inh: -3; TWEAK-Fn14 inh: 2

Results for O=C(CN1CCC(C(=O)c2ccc(F)cc2)CC1)NCc1ccccc1F ?
Exocytosis inh: 10; COUP-TFII inh: 16; LRH-1 inv ag: 3; TROY NFkB inh: 2; TLR9-MyD88 block: -6; ABHD5 PLIN5 PPI: -5; NCOA2 inhibitor: 0; NOD2-RIPK2 inh: 9; SRC3 inh: -1; NCOA1 inh: 9; TWEAK-Fn14 inh: 8

2 neighbouring compounds out of the list so far:
What do the screens show for `COc1ccc(C2NC(=O)C(C#N)=C(S)N2c2cccc(C)c2)cc1OC` (stereo unspecified)?
Exocytosis inh: 5; COUP-TFII inh: 20; LRH-1 inv ag: 0; TROY NFkB inh: 6; TLR9-MyD88 block: -4; ABHD5 PLIN5 PPI: -18; NCOA2 inhibitor: 12; NOD2-RIPK2 inh: 6; SRC3 inh: -14; NCOA1 inh: -11; TWEAK-Fn14 inh: -13

How did COc1ccc(NC(=O)CC(C)CC(=O)NCc2ccccc2)c(OC)c1 (stereo unspecified) do in these assays?
Exocytosis inh: 9; COUP-TFII inh: -30; LRH-1 inv ag: -5; TROY NFkB inh: 9; TLR9-MyD88 block: 2; ABHD5 PLIN5 PPI: 4; NCOA2 inhibitor: -13; NOD2-RIPK2 inh: -3; SRC3 inh: -5; NCOA1 inh: -3; TWEAK-Fn14 inh: 2

Next section:
Results for NC(=O)C1CCN(c2oc(/C=C/c3ccc(F)cc3)nc2S(=O)(=O)c2ccccc2)CC1 ?
Exocytosis inh: 0; COUP-TFII inh: 14; LRH-1 inv ag: -11; TROY NFkB inh: -8; TLR9-MyD88 block: 8; ABHD5 PLIN5 PPI: 5; NCOA2 inhibitor: -12; NOD2-RIPK2 inh: 0; SRC3 inh: 10; NCOA1 inh: 15; TWEAK-Fn14 inh: -2

Results for O=C(Cc1ccccc1)Nc1nc2ccccc2s1 ?
Exocytosis inh: 3; COUP-TFII inh: -44; LRH-1 inv ag: -82; TROY NFkB inh: -44; TLR9-MyD88 block: -8; ABHD5 PLIN5 PPI: -2; NCOA2 inhibitor: -67; NOD2-RIPK2 inh: 3; SRC3 inh: -40; NCOA1 inh: -50; TWEAK-Fn14 inh: -3

Results for CC(C)N(Cc1ccccc1)C(=S)NC1CCCCC1 ?
Exocytosis inh: 0; COUP-TFII inh: -14; LRH-1 inv ag: -13; TROY NFkB inh: 18; TLR9-MyD88 block: 12; ABHD5 PLIN5 PPI: -2; NCOA2 inhibitor: 5; NOD2-RIPK2 inh: -6; SRC3 inh: -3; NCOA1 inh: 2; TWEAK-Fn14 inh: -10

What do the screens show for `Cc1cccc(NC(=O)[C@H](Cc2ccccc2)NC(=O)[C@@H]2Cc3ccccc3CN2)c1`?
Exocytosis inh: 32; COUP-TFII inh: 1; LRH-1 inv ag: 10; TROY NFkB inh: -24; TLR9-MyD88 block: -4; ABHD5 PLIN5 PPI: 3; NCOA2 inhibitor: -12; NOD2-RIPK2 inh: 2; SRC3 inh: 3; NCOA1 inh: -13; TWEAK-Fn14 inh: -11

How did COc1ccc(C)cc1NC(=O)CSc1nnc(CC(=O)Nc2ccccc2C)n1C do in these assays?
Exocytosis inh: -3; COUP-TFII inh: -3; LRH-1 inv ag: 9; TROY NFkB inh: 6; TLR9-MyD88 block: -1; ABHD5 PLIN5 PPI: 11; NCOA2 inhibitor: 2; NOD2-RIPK2 inh: -11; SRC3 inh: -1; NCOA1 inh: 3; TWEAK-Fn14 inh: 11

How did CCOC(=O)c1c(-c2ccccc2)csc1NC(=O)c1cc2ccccc2oc1=O do in these assays?
Exocytosis inh: -3; COUP-TFII inh: 17; LRH-1 inv ag: 16; TROY NFkB inh: -2; TLR9-MyD88 block: 1; ABHD5 PLIN5 PPI: 0; NCOA2 inhibitor: -4; NOD2-RIPK2 inh: -9; SRC3 inh: 20; NCOA1 inh: -20; TWEAK-Fn14 inh: 20

How did O=C(COC(=O)Cc1ccccc1F)Nc1ccc(Cl)cn1 do in these assays?
Exocytosis inh: -4; COUP-TFII inh: 2; LRH-1 inv ag: -8; TROY NFkB inh: -3; TLR9-MyD88 block: -7; ABHD5 PLIN5 PPI: 1; NCOA2 inhibitor: 10; NOD2-RIPK2 inh: -7; SRC3 inh: -2; NCOA1 inh: -10; TWEAK-Fn14 inh: -17

What do the screens show for `O=C(Cn1ncc2c3ccccc3n(Cc3ccccc3F)c2c1=O)NC1CC1`?
Exocytosis inh: -1; COUP-TFII inh: -2; LRH-1 inv ag: 11; TROY NFkB inh: -31; TLR9-MyD88 block: -5; ABHD5 PLIN5 PPI: 0; NCOA2 inhibitor: 3; NOD2-RIPK2 inh: 8; SRC3 inh: 3; NCOA1 inh: 10; TWEAK-Fn14 inh: -2

How did CCOC(=O)/C(=N/Nc1ccc(OC)cc1)N1CCCc2ccccc21 do in these assays?
Exocytosis inh: 3; COUP-TFII inh: 2; LRH-1 inv ag: 8; TROY NFkB inh: -3; TLR9-MyD88 block: -3; ABHD5 PLIN5 PPI: 4; NCOA2 inhibitor: 14; NOD2-RIPK2 inh: -13; SRC3 inh: 10; NCOA1 inh: -7; TWEAK-Fn14 inh: -9

Results for Cc1c([N+](=O)[O-])oc2c1C(=O)NCCC2 ?
Exocytosis inh: 11; COUP-TFII inh: 3; LRH-1 inv ag: -18; TROY NFkB inh: -5; TLR9-MyD88 block: 2; ABHD5 PLIN5 PPI: -5; NCOA2 inhibitor: 4; NOD2-RIPK2 inh: 2; SRC3 inh: 7; NCOA1 inh: -33; TWEAK-Fn14 inh: 2

Results for Cc1ccc(-c2cc([C@H]3[C@@H]4C=CCC[C@@]4(C)C(=O)N3Cc3ccccc3)ccc2F)cc1 ?
Exocytosis inh: -2; COUP-TFII inh: 9; LRH-1 inv ag: 21; TROY NFkB inh: 15; TLR9-MyD88 block: 2; ABHD5 PLIN5 PPI: -6; NCOA2 inhibitor: 8; NOD2-RIPK2 inh: 8; SRC3 inh: -8; NCOA1 inh: 6; TWEAK-Fn14 inh: -6

How did CCc1cccc(N(C(=O)c2csnn2)C(C(=O)NC(C)(C)C)c2ccccn2)c1 (stereo unspecified) do in these assays?
Exocytosis inh: 1; COUP-TFII inh: 5; LRH-1 inv ag: 8; TROY NFkB inh: -7; TLR9-MyD88 block: 2; ABHD5 PLIN5 PPI: -9; NCOA2 inhibitor: 0; NOD2-RIPK2 inh: 1; SRC3 inh: 4; NCOA1 inh: -7; TWEAK-Fn14 inh: -16

What do the screens show for `O=C1C2CC=CCC2C(=O)N1c1ncn[nH]1` (stereo unspecified)?
Exocytosis inh: 3; COUP-TFII inh: 12; LRH-1 inv ag: 12; TROY NFkB inh: 19; TLR9-MyD88 block: -1; ABHD5 PLIN5 PPI: 3; NCOA2 inhibitor: -13; NOD2-RIPK2 inh: -7; SRC3 inh: -2; NCOA1 inh: 2; TWEAK-Fn14 inh: 8

High-throughput results (PubChem BioAssay)
